# Lipid storage S3: qHTS Assay for Lipid Storage Modulators in Drosophila S3 Cells | Drosophila S3 cells, BODIPY lipid droplet fluorescence, 18-24 h; cells fed with added oleic acid | Potency in µM for hits, for the others lipid storage change, negative = inhibition, % at the top dose, mostly 46.1 µM | 320,000 tested, 0.64% active | AID 2685, 2010; active means well fitted inhibition curve with a large enough effect in the signal ratio, with a control signal flat, not every such curve was filed as active; inconclusive means small, poorly fitted or top-dose-only effect, or effect the other way, or a change in a side signal; the % refers to the signal ratio
#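 Drosophila S3 cells got compounds at several concentrations plus oleic acid (400 uM solution). Laser-scanning cytometry with 488 nm excitation read lipid droplets at 500-530 nm and cells at 575-640 nm. Percent activity was relative to 20 uM Triacsin C.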
# Lipid storage S3 cell count max: second read-out of Lipid storage S3, no call of its own (marks repeat the call); cell number change, %; measured here: cell count max response;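 cells counted by Cell Tracker Red CMTPX staining in the red channel; peak over a dose series mostly up to 46.1 µM; percent activity relative to internal control wells on each plate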
# * hit, by the source's call; i = inactive; ? = inconclusive; / = no result given; [ ] = dose if it differs, or a comment. On the % scale 0 is the no-effect control and ±100 the full control effect; potency means the concentration at half of the fitted maximal effect. These rows are one share of the data; rates above refer to the full screens.
Lipid storage S3,Lipid storage S3 cell count max,compound
15%,-6,O=C(COC(=O)CSc1cc(Cl)ccc1Cl)NCc1ccc2c(c1)OCO2
9%,-20,O=C(NNc1ccc([N+](=O)[O-])cc1)C1CC2CCCC(C1)C2=O (stereo unspecified)
5%,18,COC(=O)Nc1ccc(S(=O)(=O)N(CCO)CC(F)(F)C(F)F)cc1
19%,-14,CC(=O)c1nn(-c2cccc(Br)c2)cc1C(=O)c1ccccc1
?,/,COc1cccc(/C=N/NC(=O)c2cc3c(OC)c(OC)ccc3[nH]2)c1OC
?,/,CCN(Cc1ccc2c(c1)OCO2)C(=O)/C=C/c1cccc(Br)c1
5%,8,COc1ccccc1N1CCN(S(=O)(=O)c2cc(C(F)(F)F)cc(C(F)(F)F)c2)CC1
21%,7,CCOc1ccc(Oc2c(C)oc3cc(O)ccc3c2=O)cc1
-9%,8,CC(C)(SC(=S)N1CCOCC1)C(=O)O
i,/,Cc1cc(O)c(NC(=O)c2ccc(Br)o2)cc1C
?,/,C=CCN1C(=O)CS/C1=N/c1nccs1
?,/,Cc1cccc(OCC(=O)NNC(=O)CSc2ncc(C#N)c(N)n2)c1
-29%,1,NC(=O)C1CCN(C(=O)CN(c2cccc(Cl)c2)S(=O)(=O)c2ccccc2)CC1
4%,10,C=CCOC(=O)C(=O)/C=C/c1c(C)n(C)n(-c2ccccc2)c1=O
?,/,COc1ccccc1N1CCN(/N=C/C=C/c2ccccc2[N+](=O)[O-])CC1
-4%,-3,Cc1c(C(=O)OCC(=O)N(C)CC(=O)Nc2ccc(F)cc2)oc2ccccc12
?,/,COc1ccc([C@H]2CC(=O)C=C(c3cc(Cl)ccc3OC)C2)cc1
?,/,Cc1cc(C)cc(NC(=O)CN2CCC(NC(=O)c3cccc(F)c3)CC2)c1
?,/,Cc1cc(CN2CCCCC2)oc1C(=O)O
3%,0,Cc1cccc(CC(=O)Nc2c3c(nn2-c2cccc(Cl)c2)CS(=O)C3)c1 (stereo unspecified)

# Copied from the listing, six compounds:
Lipid storage S3,Lipid storage S3 cell count max,compound
15%,-6,O=C(COC(=O)CSc1cc(Cl)ccc1Cl)NCc1ccc2c(c1)OCO2
9%,-20,O=C(NNc1ccc([N+](=O)[O-])cc1)C1CC2CCCC(C1)C2=O (stereo unspecified)
5%,18,COC(=O)Nc1ccc(S(=O)(=O)N(CCO)CC(F)(F)C(F)F)cc1
19%,-14,CC(=O)c1nn(-c2cccc(Br)c2)cc1C(=O)c1ccccc1
?,/,COc1cccc(/C=N/NC(=O)c2cc3c(OC)c(OC)ccc3[nH]2)c1OC
?,/,CCN(Cc1ccc2c(c1)OCO2)C(=O)/C=C/c1cccc(Br)c1

# The list goes on.
Lipid storage S3,Lipid storage S3 cell count max,compound
20%,5,Cc1noc(C)c1COC(=O)c1ccc2ccccc2n1
26%,-3,Cn1c(=NC(=O)CN2C(=O)C3CC=CCC3C2=O)sc2ccccc21 (stereo unspecified)
?,/,CCc1cccc2sc(N3CCN(C(=O)c4ccc([N+](=O)[O-])o4)CC3)nc12
22%,9,O=C1OCCN1CC(=O)N1CCc2c([nH]c3ccccc23)C1c1ccccn1 (stereo unspecified)
-23%,-27,COc1ccc(CN2CCN(C(=O)c3cccs3)CC2)cc1
2%,17,Cc1cc(C)c(C(N)=O)c(SCC(=O)c2cc(C)c(C)cc2C)n1
18%,-1,O=C(NC(=S)Nn1cnnc1)c1ccccc1Br
?,/,O=C(CSc1nc(-c2ccccc2)cs1)NCCN1C(=O)CSC1=O
?,/,N#Cc1ccc(S(=O)(=O)N2CCN(CC(=O)NCC3(N4CCOCC4)CCCCC3)CC2)cc1
?,/,Cc1cc2nc(C)n(CCCNC(=O)Nc3ccccc3)c2cc1C
-1%,/,O=C(Nc1cccc(Cl)c1)OCc1cn(-c2ccccc2)nn1
?,/,COc1ccc(N2CC(C(=O)NCCc3ccc(Cl)cc3)CC2=O)c(OC)c1 (stereo unspecified)
0%,16,Cc1c(N2C(=O)C(=O)/C(=C(/O)c3ccc(Br)cc3)C2c2cccnc2)c(=O)n(-c2ccccc2)n1C (stereo unspecified)
?,/,Cc1cc(C)c2cc(CN(Cc3ccco3)C(=O)NCc3ccccc3)c(=O)[nH]c2c1
i,/,Cc1nc(C)c(C(=O)OCC(=O)N2CCN(c3ccccc3)CC2)s1
?,/,S=c1nc[nH]c2c1ncn2C1CCCO1 (stereo unspecified)
6%,17,CCC1=NN2C(=N)/C(=C/c3cc(C)n(Cc4ccccc4)c3C)C(=O)N=C2S1
?,/,O=C(O)COc1ccc(NC(=O)c2ccc3c(c2)C(=O)N(Cc2ccccc2)C3=O)cc1
9.2µM*,-20*,COc1ccc(-n2ncc(C(C)NS(=O)(=O)c3cc(F)ccc3C)c2C)cc1 (stereo unspecified)
-13%,1,COc1ccc(-n2cnc3sccc3c2=O)cc1
?,/,Cn1c(SCC(=O)Nc2cccc(S(=O)(=O)N3CCOCC3)c2)nnc1-c1ccncc1
?,/,Cc1cc(NC2CCCCC2)nc(N2CCOCC2)n1
?,/,Cc1ccc(C)c(Cn2nnc3c(=O)[nH]c(C4CCCN(C(=O)c5cccs5)C4)nc32)c1 (stereo unspecified)
?,/,O=C(Nc1ccc2[nH]ccc2c1)c1cccs1
i,22,COC(=O)c1cccc(NC(=O)c2ccc3c(c2)C(=O)N(CC2CCCO2)C3=O)c1 (stereo unspecified)
?,/,Cc1nc(C(=O)NNC(=O)c2ccc(C(F)(F)F)cc2)cs1
?,/,COc1cccc(NC(=O)C2C3C=CC(O3)C2C(=O)O)c1 (stereo unspecified)
12%,2,O=C(NC(=S)Nc1ccccc1N1CCCC1)c1cccs1
-11%,-2,CC(OC(=O)C1CC(O)CN1S(=O)(=O)c1ccccc1[N+](=O)[O-])C(=O)N1CCCCC1 (stereo unspecified)
-23%,-1,CCOc1cc(/C=N/NC(=O)C(=O)NCC2CCCO2)ccc1OCC(=O)N1CCOCC1 (stereo unspecified)
i,12,CCOC(=O)C1CCN(C(=O)c2cc3cc(Cl)ccc3[nH]2)CC1
i,22,CC(=O)N1c2ccc(S(=O)(=O)N3CCCC(C(=O)N4CCCC(C)C4)C3)cc2CC1C (stereo unspecified)
?,/,O=C(c1cccs1)[C@@H]1[C@@H]2C(=O)N(Cc3ccc4c(c3)OCO4)C(=O)[C@@H]2C2c3ccccc3C=CN21 (stereo partly specified)
?,/,O=C(CSc1nnc(-c2cnccn2)n1Cc1ccco1)c1ccccc1
i,11,FCCCOc1ccc(-c2nccc(-c3ccc(Br)cc3)n2)cc1
?,/,COCCN(C(=O)c1ccc(-c2ccc([N+](=O)[O-])cc2)o1)c1c(N)n(CC(C)C)c(=O)[nH]c1=O
-1%,4,O=[N+]([O-])C1=C(Nc2cccc3ccccc23)CS(=O)(=O)C1
?,/,CN(C)c1cccc(N(C)C)c1CNC(=O)NC(=O)c1c(F)cccc1F
?,/,CC(=O)c1cccc(NC(=O)C(OC(=O)c2cccs2)c2ccccc2)c1 (stereo unspecified)
?,/,CCOC(=O)C(OC(=O)c1sc(=S)n(C)c1C)C(C)=O (stereo unspecified)
10%,6,COC(=O)c1c(NC(=O)COC(=O)c2ccc(Cl)nc2)sc(C)c1C
?,/,COc1cc(C(=O)NCc2nnc(SCC(=O)N3CCOCC3)o2)cc(OC)c1OC
?,/,O=C(CC1NCCNC1=O)Nc1ccc(Oc2ccccc2)cc1 (stereo unspecified)
?,/,COCCN(C(=O)COC(=O)/C=C/c1ccccc1Cl)c1c(N)n(Cc2ccccc2)c(=O)[nH]c1=O
?,/,C=C(C)c1cccc(C(C)(C)NC(=O)Nc2ccc(Cl)cn2)c1
0%,-2,COc1ccc(OC)c(NC(=O)CSCc2cnn(-c3ccccc3)c2-n2cccc2)c1
i,/,COc1cccc(S(=O)(=O)NCc2ccc(C(=O)NCC3CCCO3)cc2)c1 (stereo unspecified)
?,/,CCOC(=O)c1c(S(=O)(=O)N(C)Cc2ccccc2)c(C)n(C)c1C
?,/,Cn1nnnc1SCC(=O)Nc1cc(S(=O)(=O)N2CCCC2)ccc1Cl
4%,-11,Cc1ccc(S(=O)(=O)n2nc(C)c(Br)c2C)c(C)c1C
9%,7,O=C(CSc1nc2ccccc2c(=O)n1-c1ccc(F)cc1F)Nc1ccc(N2CCOCC2)cc1
6%,17,CCOc1cc(CN2CCCC(CO)(Cc3ccc(F)cc3F)C2)ccc1OC (stereo unspecified)
2%,-6,Cc1nnc(SCC(=O)N(CC(C)C)c2c(N)n(Cc3ccccc3)c(=O)[nH]c2=O)n1N
58%,/,Cc1ccc(/C=N/NC(=O)c2cc(-c3cccnc3)nc3ccccc23)cc1
?,/,COc1cc(NC(=O)c2cc(-c3cccnc3)nc3ccc(C)cc23)c(OC)cc1Cl
?,/,CCOCCCN(C(=O)c1snc(C(N)=O)c1N)C(C(=O)NC1CCCC1)c1ccc(O)cc1 (stereo unspecified)
?,/,COc1cccc(/C(O)=C2/C(=O)C(=O)N(CCCN(C)C)C2c2cccc(Cl)c2)c1 (stereo unspecified)
5%,2,O=C(O)CNC(=O)c1ccc2c(c1)OCCO2
?,/,CCN1CCN(CC(=O)c2c(C)n(C)c3ccc(OC)cc23)CC1
i,/,O=C(CNS(=O)(=O)c1ccc(Cl)cc1)NNC(=O)c1cccnc1

# Next entries:
Lipid storage S3,Lipid storage S3 cell count max,compound
i,28,Cc1ccccc1-n1c(=O)cc(N2CCc3ccccc32)[nH]c1=O
?,/,Cc1ccccc1OCC(=O)NNC(=O)c1ccc(-c2ccccc2)cc1
?,/,O=C(CC1C(=O)NCCN1Cc1cccc(Oc2ccccc2)c1)NCCCn1cccn1 (stereo unspecified)
?,/,CCN(CC)C(=O)COc1ccc(/C=C(\C#N)S(=O)(=O)c2ccccc2)cc1OC
4%,9,CCOC(=O)NC1(C(F)(F)F)NC(=O)N(c2ccc(F)cc2)C1=O (stereo unspecified)
11%,-3,O=S(=O)(c1ccc(N2CCCC2c2nc3ccccc3s2)nc1)N1CCOCC1 (stereo unspecified)
10%,-1,COc1ccc(C2/C=C\CN(Cc3ccc(N(C)C)cc3)CC(=O)N2Cc2ccc(F)cc2)cc1 (stereo unspecified)
i,/,CCOC(=O)C1=C(C)NC(=O)C(C#N)C1c1ccco1 (stereo unspecified)
?,/,O=C(CCNC(=O)c1ccccc1Cl)NCCCSc1ccccc1
28%,/,O=C(Nc1ccc(S(=O)(=O)N2CCCC2)cc1)c1ccc(Cl)nc1
i,/,Cc1ccc(C)c(NC(=O)CN(C)C(=O)c2ccc(-c3ccc(Cl)cc3)o2)c1
?,/,COc1cccc(-c2cc(C(=O)NCC3CCCO3)on2)c1 (stereo unspecified)
-5%,5,O=C(CNC(=O)c1ccccc1)NCC(=O)OCC(=O)c1ccc(F)cc1
?,/,CCOc1ccc(S(=O)(=O)NCc2ccccc2)cc1C(N)=O
13%,8,CCNC(=S)NNC(=O)c1ccc(=O)n(Cc2ccccc2)c1
7%,13,COc1ccc(CNC(=O)CCCn2c(SCC#N)nc3cc4c(cc3c2=O)OCO4)cc1
?,/,Cc1ccc2c(c1)N(CC(=O)N1CCCCC1)C(=O)C(C)O2 (stereo unspecified)
?,/,COc1ccc(S(=O)(=O)N(C)C)cc1NC(=O)COC(=O)CC1CCCC1
-30%,-4,CCC(C)(C)NC(=O)CN(Cc1ccccc1Cl)C(=O)CCC(=O)Nc1cc(C)ccn1
-4%,-6,O=C(NC1CC1)C1CCN(C2CCN(C(=O)Cc3ccc4c(c3)OCO4)CC2)CC1

# A different layout for part of the listing above:
# Under each structure – Lipid storage S3, Lipid storage S3 cell count max
Cc1c(C(=O)OCC(=O)N(C)CC(=O)Nc2ccc(F)cc2)oc2ccccc12
→ -4%, -3
COc1ccc([C@H]2CC(=O)C=C(c3cc(Cl)ccc3OC)C2)cc1
→ ?, /

# Returning to the listing with the five entries that preceded the break.
Lipid storage S3,Lipid storage S3 cell count max,compound
7%,13,COc1ccc(CNC(=O)CCCn2c(SCC#N)nc3cc4c(cc3c2=O)OCO4)cc1
?,/,Cc1ccc2c(c1)N(CC(=O)N1CCCCC1)C(=O)C(C)O2 (stereo unspecified)
?,/,COc1ccc(S(=O)(=O)N(C)C)cc1NC(=O)COC(=O)CC1CCCC1
-30%,-4,CCC(C)(C)NC(=O)CN(Cc1ccccc1Cl)C(=O)CCC(=O)Nc1cc(C)ccn1
-4%,-6,O=C(NC1CC1)C1CCN(C2CCN(C(=O)Cc3ccc4c(c3)OCO4)CC2)CC1
2%,4,Cc1ccccc1CSCc1ccc(C(=O)NCCCN2CCOCC2)o1
3%,-5,CN(C(=O)Cn1nnc(-c2cccnc2)n1)C1CCCCC1
i[0.369 µM],/,O=C(CS(=O)(=O)c1ccccc1Cl)N1CCOCC1
?,/,COc1ccc(OCc2cc(C(=O)NCC3(C)COC3)no2)c(Cl)c1
?,/,CC(OC(=O)c1cccs1)C(=O)NCc1ccccc1 (stereo unspecified)
0%,11,Cc1ccc(C2CC(C(F)F)n3ncc(C(=O)Nc4c(C)nn(Cc5c(F)cccc5Cl)c4C)c3N2)cc1 (stereo unspecified)
?,/,Cc1ccc2[nH]c(=O)c3cc(C(=O)N(C)Cc4ccco4)sc3c2c1
?,/,CSc1ccccc1NC(=O)C1CC(c2ccccc2Cl)=NO1 (stereo unspecified)
?,/,CC(C)(Oc1ccc(Cl)cc1)C(=O)N(Cc1ccccc1)c1ccccn1
-1%,-11,COc1ccc(C(=O)Nc2cccnc2)cc1OC
?,/,O=C(CCCc1ccccc1)NCc1ccccn1
11%,-8,Cc1cc(C(=O)NCc2ccc3c(c2)OCO3)c(C)o1
9%,2,CCN(CC)CCNC(=O)c1ccc(NC(=O)c2ccc3c(c2)CCC3)cc1
22%,-1,O=C(NCc1ccccc1)C(=O)NCC(c1ccco1)N1CCOCC1 (stereo unspecified)
?,/,C/C(=N\NC(=O)c1ccccc1F)c1ccc2c(c1)Nc1ccccc1S2
?,/,CN(Cc1ccccc1F)C(=O)CCCNC(=O)c1ccc(Cl)cc1
